# Source: PubChem BioAssay
# V1R ag counter – V1a receptor agonism, counter-screen for OXTR agonists | CHO-V1R cells, Fluo-8 calcium fluorescence, agonist mode; 0% DMSO, 100% 3 nM vasopressin | AID 2797 | 0.25% of 320,000 active | P37288 | activation, % at 3 µM;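 active = activation above the mean activation of all tested compounds plus 3 SD, per screening run, cut at about 20% in these data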;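 note: signal is peak over basal fluorescence ratio across a 100 second FLIPR read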
# TAAR1 antagonist – human TAAR1 antagonism. inhibition, % at 3 µM. CHO RD-HGA16 TAAR1, Fluo-8 calcium fluorescence, antagonist. 1.5% of 360,000 active. Q96RJ0. AID 624466;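 active = inhibition above a per-plate cutoff, the mean inhibition of test compounds on that plate plus 3 SD, cut at about 49% in these data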;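 note: 0% = DMSO plus EC80 beta-PEA response and 100% = DMSO alone without agonist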
# Target sequence (Q96RJ0 whole entry, looked up): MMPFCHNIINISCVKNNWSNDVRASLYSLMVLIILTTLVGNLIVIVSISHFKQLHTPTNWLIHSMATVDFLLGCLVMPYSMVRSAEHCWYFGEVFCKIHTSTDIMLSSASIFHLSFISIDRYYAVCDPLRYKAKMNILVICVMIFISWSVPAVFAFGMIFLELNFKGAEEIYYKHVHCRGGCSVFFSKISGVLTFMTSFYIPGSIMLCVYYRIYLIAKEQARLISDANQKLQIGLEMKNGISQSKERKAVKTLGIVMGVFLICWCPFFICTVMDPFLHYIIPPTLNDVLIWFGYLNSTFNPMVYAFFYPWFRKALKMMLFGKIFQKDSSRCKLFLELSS
#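 test system = CHO RD-HGA16 cells bearing hTAAR1 | replication = singlicate | controls = DMSO-only wells and EC80 β-PEA-stimulated wells | reagent = EC80 β-phenethylamine stimulus | read-out basis = percent inhibition of PEA-evoked calcium signal, max/basal emission ratio | schedule = seeding 17-24 h prior, 75-min 37 °C, 30-min RT dye loading | signal = kinetic Fluo-8 calcium fluorescence measurement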
# CHO-K1 Ca antag – nonselective inhibitor or artifact in parental CHO-K1 cells; inhibition, % at 3 µM; 0.6% of 360,000 active; ATP-induced calcium, Fluo-8 fluorescence; AID 602250;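 active = inhibition above a per-plate cutoff, the plate's mean sample inhibition plus 3 SD, cut at about 24% in these data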;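 note: 0% = DMSO plus EC80 ATP and 100% = DMSO alone without ATP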
# OXTR potentiator – potentiators of human oxytocin receptor; P30559; CHO-OTR cells, Fluo-8 calcium fluorescence, potentiator mode; 0% = oxytocin EC15, 100% = EC100; activation, % at 3 µM; 0.061% of 320,000 active;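 active = activation above that plate's cutoff, the mean activation of tested compounds plus 3 SD, cut at about 6.6% in these data, passing the limit was not always enough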;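 note: 100% uses oxytocin at 75 nM as the full agonist control; some results filed as inactive read as strong as hits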
# Target sequence (P30559 whole entry, looked up): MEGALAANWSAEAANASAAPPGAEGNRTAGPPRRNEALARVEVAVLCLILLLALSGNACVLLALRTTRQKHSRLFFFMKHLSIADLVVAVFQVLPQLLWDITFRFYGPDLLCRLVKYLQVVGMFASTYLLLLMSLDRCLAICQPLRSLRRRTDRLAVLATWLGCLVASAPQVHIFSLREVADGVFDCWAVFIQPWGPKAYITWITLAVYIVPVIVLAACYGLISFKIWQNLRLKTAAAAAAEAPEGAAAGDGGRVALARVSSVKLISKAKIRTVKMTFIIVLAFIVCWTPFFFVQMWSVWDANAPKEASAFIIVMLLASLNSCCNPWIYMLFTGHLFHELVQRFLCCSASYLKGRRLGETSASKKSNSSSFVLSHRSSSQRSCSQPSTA
#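 test system = CHO-OTR cells, human receptor | compound = single-point 3.0 µM | schedule = 6 min compound pre-incubation at room temperature, 100 s kinetic read | signal = Fluo-8 no-wash calcium dye fluorescence, excitation 470-495 nm, emission 515-575 nm | repeats = single well per compound, singlicate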
# CHO-K1 Ca ag – nonselective activator or artifact in parental CHO-K1 cells | activation, % at 3 µM | Fluo-8 calcium fluorescence; scaled to maximal ATP response, vehicle zero | AID 602248 | 0.48% of 360,000 active; in the data active = activation above about 15%;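 note: untransfected CHO-K1 host cells lacking M1 receptor as counterscreen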
# M1 PAM parental – M1 PAM counterscreen hit in parental CHO-K1 cells. ATP EC20, Fluo-8 calcium fluorescence; 0% at ATP EC20, 100% at ATP max. 0.02% of 360,000 active. activation, % at 3 µM;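 active = activation above the run cutoff, the mean activation of all test compounds plus 3 SD, cut at about 40% in these data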;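 note: peak over basal fluorescence ratio in a 140 s read after ATP addition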
# OXTR ag – agonists of human oxytocin receptor; P30559; CHO-OTR cells, Fluo-8 calcium fluorescence; normalized: DMSO 0%, oxytocin 100%; activation, % at 3 µM; 0.32% of 320,000 active; AID 2435;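 active = activation above the mean of all tested compounds plus 3 SD, cutoff set per screening run, cut at about 20% in these data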;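 note: peak over basal fluorescence ratio from a 100 s FLIPR kinetic read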
# CHO parental Ca – counter-screen for OX1R antagonists: effect in parental CHO cells | inhibition, % at 5.6 µM | parental CHO-K1, ATP-induced calcium, Fluo-8 fluorescence | AID 463079 | 0.63% of 330,000 active;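 active = inhibition above that plate's mean sample inhibition plus 3 SD, cut at about 26% in these data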;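 note: 0% = ATP-challenged DMSO wells and 100% = DMSO wells without ATP; some compounds past the cut are filed as inactive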
#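 Assay system: parental CHO cells; Read-out basis: percent inhibition of ATP-evoked calcium rise, normalized to controls; Benchmarks: ATP and no-ATP DMSO wells; Compound dosing: single nominal dose of 5.6 µM per compound; Signal: Fluo-8 calcium dye fluorescence; Also added: ATP as calcium-mobilizing challenge; Repeats: singlicate.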
# GPR7 antag – blocks human GPR7 receptor signaling; 1.1% of 290,000 active; inhibition, % at 4.4 µM; P48145; GPR7-expressing cells, fluorescence antagonist assay; in the data active = inhibition above about 16%, passing the limit was not always enough;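 note: cells stimulated with the agonist NPW; 0% = agonist with vehicle and 100% = vehicle without agonist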
# Target sequence (P48145 whole entry, looked up): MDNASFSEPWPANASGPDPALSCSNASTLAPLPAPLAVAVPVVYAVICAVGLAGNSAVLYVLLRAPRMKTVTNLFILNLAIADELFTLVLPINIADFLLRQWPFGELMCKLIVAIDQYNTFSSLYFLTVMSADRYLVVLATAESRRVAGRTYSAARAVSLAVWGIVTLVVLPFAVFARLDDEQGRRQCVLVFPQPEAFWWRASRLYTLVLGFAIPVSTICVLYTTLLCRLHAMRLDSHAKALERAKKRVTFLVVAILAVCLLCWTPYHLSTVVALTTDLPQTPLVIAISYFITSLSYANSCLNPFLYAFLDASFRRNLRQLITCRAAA
# Active calls of the source: *; x = not tested or not shown; & = joins results of further samples.
SMILES,V1R ag counter,TAAR1 antagonist,CHO-K1 Ca antag,OXTR potentiator,CHO-K1 Ca ag,M1 PAM parental,OXTR ag,CHO parental Ca,GPR7 antag
CCCNS(=O)(=O)c1ccc2c(c1)n(C)c(=O)n2C,0.6,18,-10,-21,1.2,24,0.6,0,-16
CC(C)c1ccc(NC(=O)COC(=O)CSc2nnc(N)s2)cc1,2.0,-7,6,-2,0.9,-10,1.6,7,2
Cc1cc(C)c(CSc2ncnc3nc[nH]c23)c(C)c1,0.0,-6,-9,-1,0.1,-9,-1.0,-7,-17
O=c1[nH]c2ccccc2c2ccc(Cl)cc12,x,-8,-11,x,0.1,13,x,x,x
Cc1nnc2n1N=CC=C(C(C)(C)C)S2,0.1,15,-1,-2,0.5,16,0.8,0,6
CCCCCCSc1ccc(-c2nc3ccc(C)cn3c2NCc2ccccc2)cc1OC,0.6,3,-6&8,-9,-0.3&0.6,3&-17,-1.1,-23,x
COc1ccc(NC(=O)COC(=O)CCSc2ccccc2)cc1,1.3,-21,-5,-5,-0.1,-16,1.7,-7,x
O=C(C[n+]1cc(-c2ccc(Cl)cc2)n2c1CCC2)Nc1nc(-c2ccc(F)cc2)cs1,0.3,-21,4,-1,18*,12,-0.1,-13,-7
COc1cc(C)ccc1OCC(=O)NC1CCCCCC1,-0.9,20,-23,1,0.1,15,-1.9,-22,x
N#CCCS(=O)(=O)c1nnnn1-c1ccccc1,0.0,x,x,-4,x,x,1.6,15,15
COc1ccc(NS(=O)(=O)c2c(C)n(C)c(=O)n(C)c2=O)cc1,1.4,-19,2,3,0.8,16,0.5,2,-3
Cc1ccc(NC(=O)c2noc3c2CCc2ccccc2-3)cc1,0.5,20,-12,-16,1.3,20,-0.5,-8,-11
Nc1ccccc1C(=O)N(Cc1ccccc1)Cc1ccccc1,-1.1,9,-5,-16,1.1,15,-2.5,-12,-11
CCCn1nc2cc(C(=O)NCc3ccc(OC(F)(F)F)cc3)ccc2c1OCC,-1.3,-1,-3,-1,-0.8,-12,-1.3,-18,-7
CC(OCC(O)CN(C)Cc1nc2ccccc2c(=O)[nH]1)c1ccc(Cl)cc1 (stereo unspecified),0.5,5,4,-8,0.7,-4,-1.6,-20,-6
COc1cccc(CN2CCNC(=O)C2CC(=O)NC2Cc3ccccc3C2)c1 (stereo unspecified),0.5,0,-7,-14,0.9,21,0.1,-8,-2
CC1CCCN(S(=O)(=O)c2ccc(NC(=O)CN3CCN(C)CC3)cc2)C1 (stereo unspecified),1.1,-9,7,5,0.0,-2,1.0,-4,-7
CCN(CC)CCOC(=O)C(c1ccccc1)C1CCCCC1 (stereo unspecified),1.7,-7,4,1,0.0,-7,0.8,-17,x
COc1ccc(C(=O)N2CCCC(CCC(=O)NCc3ccc(F)c(F)c3)C2)o1 (stereo unspecified),0.2,-10,-11,-6,0.0,18,-0.7,-38,-1
Cc1nn(C(C)(C)C)c(OC(=O)c2ccc3c(c2)OCO3)c1S(=O)(=O)c1ccccc1,1.3,-4,8,-4,-0.5,-1,-1.6,2,0
O=C1CN(C(=O)COc2ccc(Br)cc2Br)c2ccccc2N1,-0.4,-5,1,-9,-0.3,5,-0.6,-17,-4
C/C(=N\NC(=O)c1ccccc1)c1ccc2c(c1)OCO2,0.6,-2,-4,0,1.0,17,-0.7,-1,-19
Cc1sc2ncnc(SCC(=O)N3CCC(c4noc5ccc(F)cc45)CC3)c2c1C,0.7,10,-7,-9,0.2,13,1.0,2,-4
O=S(=O)(c1ccc(-c2cn3ccccc3n2)cc1)N1CCOCC1,0.7,-11,0,-3,0.8,2,1.6,1,-10
CC(Cl)C(=O)Nc1c2c(nn1-c1ccccc1)CSC2 (stereo unspecified),-1.1,-28,12,-9,1.5,-10,-0.8,-17,-5

# 3 compounds out of the list, arranged by molar mass, lowest first.
SMILES,V1R ag counter,TAAR1 antagonist,CHO-K1 Ca antag,OXTR potentiator,CHO-K1 Ca ag,M1 PAM parental,OXTR ag,CHO parental Ca,GPR7 antag
CCCNS(=O)(=O)c1ccc2c(c1)n(C)c(=O)n2C,0.6,18,-10,-21,1.2,24,0.6,0,-16
O=S(=O)(c1ccc(-c2cn3ccccc3n2)cc1)N1CCOCC1,0.7,-11,0,-3,0.8,2,1.6,1,-10
CC(C)c1ccc(NC(=O)COC(=O)CSc2nnc(N)s2)cc1,2.0,-7,6,-2,0.9,-10,1.6,7,2

# (more compounds)
SMILES,V1R ag counter,TAAR1 antagonist,CHO-K1 Ca antag,OXTR potentiator,CHO-K1 Ca ag,M1 PAM parental,OXTR ag,CHO parental Ca,GPR7 antag
Cc1ccc2occ(/C=N/NC(N)=S)c(=O)c2c1,0.1,-14,-4,-2,0.1,13,-0.5,3,-3
C/C(=N\NC(=O)c1n[nH]c2c1CCC2)c1cccs1,1.4,-25,-2,2,4.1,6,-1.2,-8,12
Cc1c(C(=O)N2CCOCC2)oc2ccc(Br)cc12,0.3,-2,3,0,3.8,-5,-0.5,-13,x
O=C1C2C3C=CC(C3)C2C(=O)N1c1nc2ccccc2s1 (stereo unspecified),0.7,-2,3,-6,-0.2,17,-0.3,7,-12
C/C(=N/NS(=O)(=O)c1ccc(CC(C)C)cc1)c1ccncc1,8.6,-11,20,-13,7.8,-12,6.4,17,-6
Nn1cnc2scc(-c3ccc(Cl)cc3)c2c1=O,-0.9,-24,-9,-5,0.4,13,-1.9,-1,-7
CC(C)(C)S(=O)N1Cc2cn(Cc3ccccc3)c(=O)cc2[C@H]1CCO (stereo partly specified),x,6,2,x,0.4,10,x,x,x
COc1ccc(/C=C/C(=O)C2CC2)cc1Cn1nc(C)c([N+](=O)[O-])c1C,-0.6,12,-13,-11,3.8,22,-2.1,-26,4
O=C(NN1CCOCC1)c1cc(-c2ccc(Br)cc2)nc2ccccc12,-0.3,-3,-7,-1,0.9,5,1.3,-19,-4
COc1ccccc1/C=C/C(=O)OCC(=O)Nc1ccc2c(c1)OCO2,1.5,5,-14,2,0.3,15,0.6,-9,x
CCOC(=O)c1sc(NC(=O)COC(=O)c2ccco2)nc1C,2.0,20,-6,-20,0.0,9,0.8,-17,0
CC(=O)Nc1sc(C)c(C)c1C(=O)OCC(=O)NC(C)c1ccccc1 (stereo unspecified),x,-15,2,x,2.4,1,x,x,x
CCN(Cc1ccccc1)C(=O)c1ccc(C(=O)N(CC)Cc2ccccc2)cc1,4.8,-3,12,-14,2.7,9,0.3,-13,2
CN(CC(=O)Nc1ccc(F)cc1)C(=O)C1CC(=O)N(Cc2ccccc2)C1 (stereo unspecified),0.5,-27,-10,-5,1.1,17,-0.4,-2,-8
O=C(O)c1ccc(NS(=O)(=O)c2ccc3c(c2)C(=O)c2ccccc2C3=O)cc1,-0.3,3,25*,-4,-0.8,-18,0.6,-1,-2
COc1ccccc1N1C(=O)C2C(c3ccc(F)cc3)NN(C(=O)c3ccc(C)cc3)C2C1=O (stereo unspecified),-1.0,-20,-1,-4,-1.0,-11,0.0,-28,6
CCn1nnc(NC(=O)c2ccc(C(C)(C)C)cc2)n1,1.5,9,-14,-17,0.9,25,-0.7,-4,-1
Cc1nc2scc(-c3ccc(C(C)(C)C)cc3)c2c(=O)n1N,6.9,51*,0,-28,9.2,5,5.7,0,-6
O=C(CN1C(=O)NC2(CCCC2)C1=O)N1CCN(S(=O)(=O)c2ccc(Cl)cc2)CC1,-0.4,-6,-11,-14,0.1,13,-1.7,-7,-5
CCCCn1c(SC(C)C(=O)c2ccc(OC)cc2)nc2cc(S(N)(=O)=O)ccc21 (stereo unspecified),-0.6,-5,-19,-3,-0.6,-3,-1.5,-30,-8
O=C1CCCc2c1[nH]c1ccc(CN3CCCCC3)cc21,6.2,-2,-14,-1,0.6,21,0.2,-11,-3
Cc1cc(=O)[nH]c(N/N=C/c2ccc(Br)s2)n1,0.2,-19,-9,-7,0.3,27,-0.9,-8,-7
CCOCCCn1c(=NC(=O)c2cccs2)c(C#N)cc2c(=O)n3cccc(C)c3nc21,0.6,-12,-15,-8,-0.1,3,-2.2,-16,4
COc1ccc2c(c1)c(C(=O)N/N=C/c1cccc(Br)c1)c(C)n2C,3.9,13,-12,-19,1.9,12,9.0,-16,6
COC(=O)C1C(O)=C(C=NCC(C)N=CC2=C(O)C(C(=O)OC)C(C)(C)CC2=O)C(=O)CC1(C)C (stereo unspecified),0.9,6,-9,-2,0.0,14,0.0,1,-7
N#Cc1nc(Cc2ccccc2)oc1N1CCN(c2cccc(Cl)c2)CC1,0.7,x,-6,-8,1.7,9,-1.0,-4,-4
CCO[C@H]1OC(C(=O)N2CCN(Cc3ccccc3)CC2)=C[C@@H](c2coc3ccccc3c2=O)[C@@H]1CCCO,0.4,17,-13,-9,1.4,14,1.7,-22,-13
COc1ccc(OCC(=O)Nc2ccc3c(c2)CCC3)cc1,-0.7,11,-4,-3,0.2,-3,-2.0,-15,x
Cc1ccc(Cn2c(Cc3ccccc3)nc3ccccc32)cc1,1.4,11,-4,-10,0.4,-5,0.5,-1,-5
O=C(COC(=O)CCCSc1nc2ccccc2[nH]1)Nc1ccc(Oc2ccccc2)cc1,5.0,67*,0,-8,7.4,13,1.8,-15,-29

# Part of the list above, field by field:
> CCCCn1c(SC(C)C(=O)c2ccc(OC)cc2)nc2cc(S(N)(=O)=O)ccc21 (stereo unspecified)
  V1R ag counter: -0.6
  TAAR1 antagonist: -5
  CHO-K1 Ca antag: -19
  OXTR potentiator: -3
  CHO-K1 Ca ag: -0.6
  M1 PAM parental: -3
  OXTR ag: -1.5
  CHO parental Ca: -30
  GPR7 antag: -8
> O=C1CCCc2c1[nH]c1ccc(CN3CCCCC3)cc21
  V1R ag counter: 6.2
  TAAR1 antagonist: -2
  CHO-K1 Ca antag: -14
  OXTR potentiator: -1
  CHO-K1 Ca ag: 0.6
  M1 PAM parental: 21
  OXTR ag: 0.2
  CHO parental Ca: -11
  GPR7 antag: -3
> Cc1cc(=O)[nH]c(N/N=C/c2ccc(Br)s2)n1
  V1R ag counter: 0.2
  TAAR1 antagonist: -19
  CHO-K1 Ca antag: -9
  OXTR potentiator: -7
  CHO-K1 Ca ag: 0.3
  M1 PAM parental: 27
  OXTR ag: -0.9
  CHO parental Ca: -8
  GPR7 antag: -7

# An excerpt from above in order of their number in OXTR potentiator, rising:
Structure	OXTR potentiator	GPR7 antag
CCN(Cc1ccccc1)C(=O)c1ccc(C(=O)N(CC)Cc2ccccc2)cc1	-14	2
CCO[C@H]1OC(C(=O)N2CCN(Cc3ccccc3)CC2)=C[C@@H](c2coc3ccccc3c2=O)[C@@H]1CCCO	-9	-13
CCOCCCn1c(=NC(=O)c2cccs2)c(C#N)cc2c(=O)n3cccc(C)c3nc21	-8	4
O=C1C2C3C=CC(C3)C2C(=O)N1c1nc2ccccc2s1 (stereo unspecified)	-6	-12
COc1ccccc1/C=C/C(=O)OCC(=O)Nc1ccc2c(c1)OCO2	2	x

# Outcome played no part in choosing rows. About 3.5% of those tested had a hit in this group.
